# Bioassay records as filed in PubChem BioAssay.
# HDAC3 inh – HDAC3 deacetylase inhibitors, primary screen, biochemical, fluorescence, cell-free homogeneous; recombinant HDAC3, fluorogenic peptide/trypsin coupled; 0.15% of 320,000 active; Histone deacetylase 3 (Homo sapiens), O15379; AID 2718, 2010; inhibition, % at 8.3 µM; in the data active means inhibition above about 26%, passing the limit was not always enough
# DYRK1A inh – rat Dyrk1A kinase inhibitors, primary screen, biochemical, single point, plate reader; 0.43% of 310,000 active; ADP-Glo luminescence, NFATc1 peptide; AID 504441, 2011; inhibition, % at 12.5 µM; in the data active means inhibition above about 50%;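 further: plate controls were vehicle with enzyme for no effect and no enzyme for full effect; many of its hits are not listed in these tables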
# GSK3A inh – blockers of GSK3A enzyme activity – biochemical, luminescence, cell-free homogeneous, HTS, primary screen; 0.1% of 320,000 active; inhibition, % at 10 µM; Glycogen synthase kinase-3 alpha (Homo sapiens), P49840; GSK-3 alpha kinase, ADP-Glo luminescence, 60 min; AID 2650, 2010;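 in the data active means inhibition above about 50%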;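 further: GST-tagged GSK-3 alpha with peptide substrate and 25 µM ATP; 0% = DMSO neutral wells and 100% = GW8510 positive control wells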
# Target sequence (P49840 whole entry, looked up): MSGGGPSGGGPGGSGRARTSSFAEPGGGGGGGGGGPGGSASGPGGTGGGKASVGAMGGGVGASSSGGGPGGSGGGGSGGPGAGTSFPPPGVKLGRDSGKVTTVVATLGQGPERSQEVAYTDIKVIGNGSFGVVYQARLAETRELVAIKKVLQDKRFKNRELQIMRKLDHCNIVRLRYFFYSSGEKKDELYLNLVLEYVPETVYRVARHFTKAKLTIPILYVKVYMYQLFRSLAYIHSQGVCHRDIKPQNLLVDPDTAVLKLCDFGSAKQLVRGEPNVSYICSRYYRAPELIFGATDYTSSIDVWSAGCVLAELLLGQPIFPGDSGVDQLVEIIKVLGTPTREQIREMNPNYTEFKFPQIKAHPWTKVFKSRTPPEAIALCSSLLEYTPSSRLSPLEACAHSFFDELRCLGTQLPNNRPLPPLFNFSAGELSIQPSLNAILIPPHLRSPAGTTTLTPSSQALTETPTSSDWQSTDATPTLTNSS
# KCNK3 inh – human KCNK3 channel inhibitors, primary screen, CHO cells, FluxOR thallium flux, B-score. Potassium channel subfamily K member 3 (Homo sapiens), O14649. FluxOR fluorescence; stronger effect = lower value. B-score at 10 µM. 0.84% of 340,000 active;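 active means B-score under library mean minus 4 SD, starting fluorescence ratio at most library mean plus 5 SD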;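 further: more negative B-score means stronger inhibition of thallium flux through KCNK3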
# An asterisk follows results filed as active; i = inactive. Some of the compounds tested; count on the stated rates, not on these rows.
no. | HDAC3 inh | DYRK1A inh | GSK3A inh | KCNK3 inh | structure
1 | -3 | -1 | -2 | i | O=C(CNC(=O)c1cccs1)NCCc1ccco1
2 | -1 | 3 | -3 | i | O=C(COC(=O)COc1ccc(Br)cc1)NCC1CCCO1 (configuration not stated)
3 | 1 | -3 | 4 | i | O=C(CSc1ccccc1)Nc1ccc(Cl)c(S(=O)(=O)N2CCOCC2)c1
4 | -9 | -1 | -5 | i | C[C@H](CO)N1C[C@H](C)[C@@H](CN(C)C(=O)NC2CCCCC2)Oc2c(NC(=O)Cc3ccccc3)cccc2C1=O
5 | 10 | 0 | 0 | i | COc1ccc(C(=O)/C=C/c2cn(CC(O)CN3CCOCC3)c3ccccc23)cc1 (configuration not stated)
6 | 1 | 2 | -1 | i | Cc1cccc(C(=O)Nc2cccc(S(=O)(=O)NCc3ccco3)c2)c1
7 | -1 | 32 | 0 | i | CCOC(=O)[C@H]1[C@H]2COc3ccc(C)cc3[C@@H]2N2C(=O)CN(Cc3ccc(Cl)cc3)C(=O)[C@@]12C
8 | -3 | 5 | 4 | i | CN(C)S(=O)(=O)c1ccc(NC(=O)CN2C(=O)NC(Cc3ccccc3)C2=O)cc1 (configuration not stated)
9 | -2 | -1 | -2 | i | O=C(COC(=O)c1cc[n+]([O-])cc1)NC(=O)c1ccc(OC(F)F)cc1
10 | 0 | -4 | 0 | i | Cc1ccc(CNC(=O)C2CC(=O)N(C3CCCC3)C2)cc1 (configuration not stated)
11 | 2 | -3 | -1 | i | CN1C(=O)C(c2nnc(Nc3cccc4ccccc34)s2)C2CC1(C)Oc1ccccc12 (configuration not stated)
12 | -29 | -5 | -1 | i | CC1(C)Oc2cc3oc(=O)ccc3cc2C[C@@H]1O

# Entries of single compounds from above. Order of screens: HDAC3 inh, DYRK1A inh, GSK3A inh, KCNK3 inh
# CN(C)S(=O)(=O)c1ccc(NC(=O)CN2C(=O)NC(Cc3ccccc3)C2=O)cc1 (configuration not stated) is listed as -3, 5, 4, i
# CN1C(=O)C(c2nnc(Nc3cccc4ccccc34)s2)C2CC1(C)Oc1ccccc12 (configuration not stated) is listed as 2, -3, -1, i

# The list continues:
no. | HDAC3 inh | DYRK1A inh | GSK3A inh | KCNK3 inh | structure
13 | -3 | -4 | 0 | i | O=C(CN1C(=O)NC(c2ccccc2)(c2ccccc2)C1=O)N1CCCCC1
14 | 3 | 1 | 0 | i | COc1ccc(S(=O)(=O)N(C)C[C@H]2Oc3c(NC(=O)NC4CCCCC4)cccc3C(=O)N([C@H](C)CO)C[C@@H]2C)cc1
15 | 0 | 1 | -4 | i | COc1cc(OC)cc(C(=O)NNC(=O)CCc2nc3ccccc3c(=O)[nH]2)c1
16 | 0 | 5 | 0 | i | NS(=O)(=O)c1ccc(CCNC(=O)C2CCN(C(=O)Nc3ccccc3)CC2)cc1
17 | -1 | 10 | 12 | i | Cc1ccc2oc(=O)c3cnn(CC(=O)N(CCCN4CCOCC4)Cc4ccco4)c3c2c1
18 | 2 | -6 | 2 | i | Cc1cc(C(=O)OCC(=O)Nc2ccccc2Br)c(C)o1
19 | 1 | 6 | 0 | i | Cc1ccc(C2(C)NC(=O)N(CC(=O)c3ccc4c(c3)OCCO4)C2=O)cc1 (configuration not stated)
20 | -8 | 0 | -2 | i | O=C1CN(C(=O)COC(=O)CCS(=O)(=O)c2ccccc2)c2ccccc2N1
21 | 11 | 4 | 2 | i | O=C(N[C@@H]1C/C=C\C[C@@H](CC(=O)N(CCO)Cc2ccccc2)C(=O)NCCOC1=O)OCC1c2ccccc2-c2ccccc21
22 | 1 | 4 | 5 | i | COc1cccc(/C=C/C(=O)OCC(=O)c2c(N)n(C)c(=O)n(C)c2=O)c1
23 | -2 | -7 | -1 | i | CCCCN1CC(=O)N2[C@H]3c4ccccc4OC[C@@H]3[C@H](c3ccccc3)[C@]2(C)C1=O
24 | 11 | -3 | -2 | i | COc1ccccc1CC(=O)Nc1ccc2c(c1)OC1(CCCC1)O2
25 | -8 | -4 | -2 | i | CC(NC(=O)COC(=O)CN1C(=O)c2ccccc2C1=O)c1ccccc1 (configuration not stated)
26 | -5 | 10 | -4 | i | COc1ccc(CNC(=O)COC(=O)c2[nH]c(C)c(C(C)=O)c2C)cc1OC
27 | 1 | 56* | -3 | i | COc1ccc(NC(=O)N(C)C[C@H]2Oc3ccc(NC(=O)CCN4CCOCC4)cc3C(=O)N([C@H](C)CO)C[C@@H]2C)cc1
28 | -4 | 3 | 4 | i | CCC(C)N1C(=O)/C(=C/c2c(NCCCOC(C)C)nc3c(C)cccn3c2=O)SC1=S (configuration not stated)
29 | 1 | 3 | -1 | i | O=C(COC(=O)COc1ccccc1F)NCc1ccco1
30 | -3 | 3 | -1 | i | COc1ccc(S(=O)(=O)N2CCOCC2)cc1NC(=O)CSc1nnc(NC2CC2)s1
31 | -1 | -2 | -3 | i | CC1(NC(=O)Cc2c(Cl)cccc2Cl)CCS(=O)(=O)C1 (configuration not stated)
32 | 4 | 1 | 18 | i | CC(OC(=O)CCC(=O)c1cccs1)C(=O)NC1CCCCC1C (configuration not stated)
33 | 6 | 5 | -1 | -8.9* | Clc1ccc(C(c2ccccc2Cl)C(Cl)Cl)cc1 (configuration not stated)
34 | 1 | 1 | -4 | i | Cn1cncc1C#Cc1c(C=O)[nH]c2ccccc12
35 | 4 | 1 | 1 | i | COc1ccc(NC(=O)Nc2ccc3c(c2)C(=O)N([C@H](C)CO)C[C@H](C)[C@@H](CN(C)S(C)(=O)=O)O3)cc1
36 | -1 | 8 | 1 | i | O=c1ccc(S(=O)(=O)N2CCCC2)cn1Cc1ccc(F)cc1
37 | 5 | -17 | 0 | i | CC(C)(C)C(=O)NC(=C(Cl)Cl)P(=O)(O)O
38 | -6 | -4 | 0 | i | CCCn1c(N)c(N2CCCCC2)c(=O)n(CC(=O)Nc2ccc(C(C)=O)cc2)c1=O
39 | 3 | -2 | 4 | i | CN(C)CCCN1C(=O)c2cccc3c([N+](=O)[O-])ccc(c23)C1=O
40 | 0 | 9 | -3 | i | COCCNC(=S)c1ccc(OC)cc1
41 | 1 | 0 | -1 | i | COC(=O)c1ccc(NC(=O)COc2ccc(N(C)S(=O)(=O)c3ccc(C)cc3)cc2)cc1
42 | 4 | -5 | 1 | i | CN(Cc1nc2ccccc2c(=O)[nH]1)C(=O)c1cc(C2CC2)nn1-c1ccccc1
43 | 3 | -7 | -1 | i | Cc1cccc(C#Cc2ccccc2)n1
44 | -16 | -2 | -1 | i | COc1ccc(-c2coc3cc(O)c(OC)cc3c2=O)cc1
45 | 1 | 0 | -1 | i | CN1CCC(N(C)C(=O)COc2ccccc2Cl)CC1
46 | -2 | 7 | 2 | i | COc1cccc(-c2ncc3ccccc3c2COC(=O)N(C)C)c1
47 | 8 | 1 | -1 | i | CCOc1cc(C=NNC(=O)c2cccc(S(=O)(=O)N3CCCC3)c2)ccc1O

# 7 compounds picked at random from the list so far, as already listed:
no. | HDAC3 inh | DYRK1A inh | GSK3A inh | KCNK3 inh | structure
47 | 8 | 1 | -1 | i | CCOc1cc(C=NNC(=O)c2cccc(S(=O)(=O)N3CCCC3)c2)ccc1O
39 | 3 | -2 | 4 | i | CN(C)CCCN1C(=O)c2cccc3c([N+](=O)[O-])ccc(c23)C1=O
38 | -6 | -4 | 0 | i | CCCn1c(N)c(N2CCCCC2)c(=O)n(CC(=O)Nc2ccc(C(C)=O)cc2)c1=O
37 | 5 | -17 | 0 | i | CC(C)(C)C(=O)NC(=C(Cl)Cl)P(=O)(O)O
42 | 4 | -5 | 1 | i | CN(Cc1nc2ccccc2c(=O)[nH]1)C(=O)c1cc(C2CC2)nn1-c1ccccc1
40 | 0 | 9 | -3 | i | COCCNC(=S)c1ccc(OC)cc1
41 | 1 | 0 | -1 | i | COC(=O)c1ccc(NC(=O)COc2ccc(N(C)S(=O)(=O)c3ccc(C)cc3)cc2)cc1

# Single values from the entries so far:
# GSK3A inh result of O=C(COC(=O)COc1ccccc1F)NCc1ccco1 : -1
# GSK3A inh result of COC(=O)c1ccc(NC(=O)COc2ccc(N(C)S(=O)(=O)c3ccc(C)cc3)cc2)cc1 : -1
# HDAC3 inh result of CN(C)CCCN1C(=O)c2cccc3c([N+](=O)[O-])ccc(c23)C1=O : 3
# DYRK1A inh result of COc1ccc(C(=O)/C=C/c2cn(CC(O)CN3CCOCC3)c3ccccc23)cc1 (configuration not stated) : 0
# HDAC3 inh result of CN(Cc1nc2ccccc2c(=O)[nH]1)C(=O)c1cc(C2CC2)nn1-c1ccccc1 : 4
